Source: PubChem (National Center for Advancing Translational Sciences (NCATS))
AmpC det inh: Promiscuous and Specific Inhibitors of AmpC Beta-Lactamase (assay with detergent); P00811; purified AmpC, nitrocefin hydrolysis with detergent; Potency, µM (series often up to 28.7 µM), for the others: top-dose activity change, negative = inhibition; 71,000 tested, 0.09% active; AID 584, 2007; active = well fitted curve in the direction sought with a large enough effect
Target sequence (P00811 whole entry, looked up): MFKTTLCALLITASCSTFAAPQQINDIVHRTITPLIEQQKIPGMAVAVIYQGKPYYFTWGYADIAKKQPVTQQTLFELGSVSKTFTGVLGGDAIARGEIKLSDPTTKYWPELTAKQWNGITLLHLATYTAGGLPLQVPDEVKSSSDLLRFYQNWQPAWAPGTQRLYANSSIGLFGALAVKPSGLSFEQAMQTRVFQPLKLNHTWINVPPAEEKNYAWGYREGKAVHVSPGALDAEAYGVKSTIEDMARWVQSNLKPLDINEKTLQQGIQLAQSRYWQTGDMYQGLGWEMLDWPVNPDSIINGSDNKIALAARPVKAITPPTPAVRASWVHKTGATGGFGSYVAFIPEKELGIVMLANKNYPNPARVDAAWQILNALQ
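E. coli AmpC (5.3 nM) in 20 mM phosphate pH 7.0 with 0.01% Triton X-100, preincubated 15 min RT with compound; nitrocefin (2 uL of 800 uM stock) hydrolysis followed by 480 nm absorbance every 20 s over 4 min.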
An asterisk follows results filed as active; [ ] = remark or other dose. % is scaled to controls: 0 for no effect and ±100 for the full control effect; potency is read from the fitted curve at half-maximal effect. A portion of the library; the hit share may differ from the screen's.

SMILES	AmpC det inh
O=C(NCCCCC(NC(=O)C1CCCCC1)C(=O)O)c1ccccc1 (stereo not given)	-2%
O=C(CC(SCc1ccco1)c1ccc(O)cc1)c1cccs1 (stereo not given)	11%
CCOC(=O)c1ccccc1NC(=O)c1cncc(Br)c1	-2%
COc1ccc(N2CC(O)=C(c3nc4ccccc4s3)C2=N)c(OC)c1	12%
Cc1ccc2cc3cc(C(=O)NCc4ccco4)oc3nc2c1	0%
CCOc1ccccc1C1CC(c2ccc(F)cc2)Nc2nc(N)nn21 (stereo not given)	9%
Cn1c(=O)cc(SCC(=O)NCCCN2CCOCC2)c2ccccc21	-2%
O=C(c1ccco1)N(c1ccccn1)c1ccccn1	8%
C/C(=C\c1ccco1)C1Nc2cccc3cccc(c23)N1	-2%
COC(=O)C1=C(C)NC2=C(C(=O)CCC2)C1c1ccsc1 (stereo not given)	-2%
O=C(c1cnccn1)N1CCC[C@@]2(CCN(c3ccncc3)C2)C1	-1%
Cc1cc(NS(=O)(=O)c2ccc(NC(=O)C(C)Oc3ccc4c(C)cc(=O)oc4c3)cc2)no1 (stereo not given)	-4%
O=C(NCCN1CCOCC1)c1cc(-c2ccc(Br)cc2)on1	15%
O=C(CN1CCN(Cc2ccccc2)CC1)N1CCCc2c1c(=O)oc1ccc(O)cc21	-3%
Nc1ncnc2c1ncn2[C@@H]1O[C@H](COP(=O)(O)O)[C@@H](O)[C@@H]1O	-1%[12.8 µM]
CC1=C(C(=O)OC(C)C)C(c2cccs2)N2C(=O)C(C)SC2=N1 (stereo not given)	-4%
Cc1cc(C)n2nc(SCC(=O)N(C)c3ccccc3)nc2n1	-6%
CCC(C)NC(=O)C1CCN(c2nc(C)cc(C)n2)CC1 (stereo not given)	-3%
COc1cccc(-c2nc(CSCC(=O)N3CCc4ccccc43)c(C)o2)c1	-6%
COc1ccc(-c2nc(C(N)=O)c3[nH]c(=O)n(-c4cccc(Cl)c4)c3n2)cc1OC	-2%
COc1ccc2[nH]c3c(=O)n(CCCCC(=O)N4CCCC4)c(=S)[nH]c3c2c1	18%
CN1CCc2c(cc(O)c(O)c2Cl)[C@H](c2cccc(Cl)c2)C1	-2%
CCOC(=O)Cc1csc(NC(=O)c2ccc(C)o2)n1	-3%
CC(C)c1ccc(CNc2ccc(N3CCOCC3)cc2)cc1	-4%
CC(=O)C1=C(C)NC(=O)NC1c1ccc(OC2CCCC2)cc1 (stereo not given)	-6%
O=C(NCCCNC(=O)c1ccccn1)c1ccccn1	16%
O=C(NC1CCN(Cc2ccccc2)CC1)C1CCN(S(=O)(=O)c2cccc3cccnc23)CC1	5%
CC(NS(C)(=O)=O)C(c1cccs1)N1CCN(c2ccccc2F)CC1 (stereo not given)	0%
Cc1ccc(S(=O)c2ccc(C)cc2)cc1	8%
CC1=C(C(=O)NCc2ccccn2)C2(CCC(C)CC2)OC1=O (stereo not given)	11%
COc1ccc(OC)c(NC(=O)C2CCN(S(C)(=O)=O)CC2)c1	-5%
O=C(c1cccc(F)c1)N1CCC2(CC1)CN(c1ccccc1)C2	0%
COc1ccccc1N1CCN(C(c2cccs2)c2nnnn2C2CCCC2)CC1 (stereo not given)	-3%
COC(=O)Cn1cnc2sc(C)c(S(=O)(=O)N3CCC(C)CC3)c2c1=O	-1%
CN(C)C(=O)CSc1nnc([C@H](Cc2c[nH]c3ccccc23)NC(=O)OC(C)(C)C)o1	-5%
COc1ccc(-c2nnc(SCC(=O)Nc3cc(C)on3)n2C)cc1OC	-3%
Cn1c(-c2ccc(C(=O)c3ccccc3)s2)nc2ccccc21	-6%
COc1ccc(C)cc1NC(=O)c1nnn(Cc2cc(C)ccc2C)c1N	11%
Cc1ccnc(NS(=O)(=O)c2ccc(N=CC3=C(O)CC(C)(C)CC3=O)cc2)n1	-2%
O=C1CC(c2ccc(S(=O)(=O)NC3CC3)cc2)CN1 (stereo not given)	15%
Cn1c2ccc(CC(=O)O)cc2c2cc(CC(=O)O)ccc21	-4%
CCOC(=O)c1cnc(-n2nc(C)cc2C)nc1Nc1ccc2c(c1)OCO2	-7%
Fc1ccc(-c2cc(C(F)(F)F)nc(NCC3CCCO3)n2)cc1 (stereo not given)	-5%
O=C(c1nc2ncccn2n1)N1CCN(c2ccccc2)CC1	-4%
CC1CCCCC1NC(=O)Cn1nc(-c2ccccc2)ccc1=O (stereo not given)	-4%
O=C(O)CN(CCN(CC(=O)O)CC(=O)O)CC(=O)O.[Cu]	-2%[5.75 µM]
CC(C)N1CCC2(CC1)N=C(c1ccc3c(c1)OCO3)CC(c1cc(Cl)ccc1O)N2 (stereo not given)	-5%
Cc1ccc(S(=O)(=O)/C=C\C#N)cc1	1%
O=C(Cn1c(NCCCO)nc2ccccc21)c1cccc(Br)c1	-4%
CCCN1C[C@H](CSC)C[C@H]2c3cccc4[nH]cc(c34)C[C@@H]21	8%
More records
SMILES	AmpC det inh
COc1ccccc1C(c1nnnn1CCc1ccccc1)N1CCN(c2ccccc2)CC1 (stereo not given)	-1%
CC(=O)CC(=O)Nc1ccccc1NC(C)=O	6%
NS(=O)(=O)c1ccc(CCNc2cc(=O)n(Cc3ccc(F)cc3)c(=O)[nH]2)cc1	-1%
Cc1nn2c3ccccc3nc2n(C)c1=O	14%
O=C(NCCCNC(=O)c1ccco1)c1ccco1	9%
CCN1CCN(Cc2nc3c(c(=O)n(C)c(=O)n3C)n2CCc2ccccc2)CC1	11%
COc1cccc(C(=O)CSc2nnc(CNS(C)(=O)=O)n2-c2ccc(C)cc2)c1	0%
COc1cc2c(c(OC)c1OC)-c1ccc(OC)c(=O)cc1[C@H](NC(C)=O)CC2	-2%
O=C(c1ccco1)N1CCN(C(=O)c2cnn3c2NC(c2cccs2)CC3C(F)(F)F)CC1 (stereo not given)	-1%
CCOC(=O)N1CCC(NC(=O)CSc2cc(=O)n(CC)c3ccccc23)CC1	12%
COc1cccc(C2/C(=C(/O)c3ccncc3)C(=O)C(=O)N2CCCN2CCOCC2)c1OC (stereo not given)	-5%
O=C1c2ccccc2C(=O)N1SC1CCCCC1	-3%
O=C(NCc1ccc2c(c1)OCO2)c1cccc(S(=O)(=O)N2CCCCC2)c1	3%
CN(C(=O)c1ccc2c(c1)OCO2)C1(C(=O)NC2CCCCC2)CCCCC1	-5%
COc1cc(C(=O)N2CCN(c3cccc(C)c3C)CC2)cc(OC)c1OC	10%
COc1ccc(Cc2nc(-c3ccc(Cl)cc3)no2)cc1	-3%
CCOC(=O)CCNC(=O)Nc1ccc2nc(C)n(Cc3ccc(Cl)cc3)c(=O)c2c1	11%
COc1cc(C(=O)O)cc(Br)c1OC1CCCC1	-2%
Cc1nn(C(C)C(=O)N2CCc3ccccc3C2)c(=O)c2cc3occc3n12 (stereo not given)	-4%
NC(=O)c1cccc(S(=O)(=O)N2CCCCC2)c1	-2%
CC(C)N(CCc1ccncc1)C(=O)Nc1ccc(Cl)c(Cl)c1	8%
COCC(C)NC(=O)CCS(=O)(=O)c1nc(-c2ccc(OC)cc2)cc(C(F)(F)F)n1 (stereo not given)	9%
Cc1ccccc1C(=O)Nc1ccc(Br)c(C)n1	-1%
Cc1cc2c(N=O)c(NO)ccc2[nH]1	0%
CCc1ccc(CNCc2cccnc2)cc1	8%
O=C(COC(=O)Cc1ccc(S(=O)(=O)N2CCCCC2)s1)Nc1ccc2c(c1)OCO2	11%
CCOc1ccccc1N(C(=O)Cn1nnnc1-c1ccc(C)o1)C(CC)C(=O)NC(C)(C)C (stereo not given)	4%
CC(C)CCNC(=O)CN(C(=O)CCC(=O)Nc1ccccn1)c1ccc2c(c1)OCO2	-2%
Cc1ccc(NC(=O)Cn2nnc(C(=O)NCc3cccs3)c2N)cc1	-2%
CCCCC(=O)NC1(C(F)(F)F)C(=O)Nc2c1c(=O)n(C)c(=O)n2C (stereo not given)	-2%
Fc1ccc(CSc2ncnc3c2oc2ccccc23)cc1	0%
CCCCOc1ccccc1C1C(C(N)=O)=C(C)Nc2nnnn21 (stereo not given)	-1%
Cc1ccc(C(=O)C2=C(O)C(=O)N(CCCN3CCOCC3)C23C(=O)N(C)c2ccccc23)o1 (stereo not given)	-2%
COCc1cc(C)nc(Nc2ccc(C)c(C)c2)c1C#N	8%
CCOc1ccccc1-c1nc2c([nH]1)c(=O)n(C)c(=O)n2C	-2%
Cc1ccc(NC(=O)c2cc(N(C)C)ccc2[P+](=O)O)cc1	-4%
COc1cc(NC(=O)C2CC(c3cccc(OC)c3OC)=NO2)cc(OC)c1OC (stereo not given)	-1%
CCCCN(CC)CCCNC(=O)c1cc2cc3ccc(OC)cc3nc2o1	-3%
Cc1nn(-c2ccccc2)c2sc(C(=O)C(C#N)c3ccccn3)cc12 (stereo not given)	-4%
COc1ccc2oc(C(=O)OCC(=O)c3ccc4c(c3)OCCO4)c(C)c2c1	12%
OB(O)O	8%
O=C1CCCC/C1=C/Nc1ccc2c(c1)OCO2	-5%
COc1ccc(Oc2ncc3nc(C)c(=O)n(CCc4ccccc4)c3n2)cc1	0%
CCOC(=O)c1nc(NCc2cccnc2)c2ccccc2n1	-2%
O=C(CSc1n[nH]c(=O)[nH]c1=O)c1ccccc1	-5%
COc1ccc(C(=O)Nc2ccc(OC)c(OC)c2)cc1	-2%
C=CCn1c(CCNC(=O)c2cccs2)nnc1SCC(=O)Nc1cccc(C(C)=O)c1	-7%
C/C(Cl)=C\Cn1c(N2CCCCCC2)nc2c1c(=O)n(C)c(=O)n2C	0%
CCOc1cc(-c2c(C)c(CC)nc(N)c2C#N)ccc1O	-1%
CCCCn1c(SCC(=O)NCCc2ccc(OC)c(OC)c2)nc2c1c(=O)n(C)c(=O)n2C	-4%
Next records:
SMILES	AmpC det inh
CCn1c(SC)nc2c(c1=O)SC(C)C2 (stereo not given)	-1%
COc1cccc2cc(C(=O)N(C)C)c(=O)oc12	7%
CCOCCCNc1nc2ccccc2[nH]1	20%
O=C(Nc1cc(=O)[nH]c2ncnn12)c1ccccc1Cl	-4%
CCOc1cc(C2CC(=O)Nc3cc(C)c(C)cc32)ccc1O (stereo not given)	0%
CCOS(C)(=O)=O	5%
O=c1c(-c2cc(F)cc(F)c2)nc2cncnc2n1Cc1ccccc1Cl	-1%
COc1ccc2nc(NC(=O)Cc3ccc(OC)c(S(=O)(=O)N4CCOCC4)c3)sc2c1	-6%
CCOC(=O)N1CCN(CC(O)COc2c(OC)cccc2OC)CC1 (stereo not given)	-3%
COc1ccc(C)cc1S(=O)(=O)NC1CCCCC1C (stereo not given)	-8%
COCCn1c(=O)c(-c2ccc(F)cc2)nc2cncnc21	-2%
CCC(C)(C)NC(=O)C(OC(=O)c1ccco1)c1ccccc1OC (stereo not given)	1%
O=C(O)COc1cccc(NC(=O)c2ccccc2)c1	8%
O=C(Nn1cnnc1)c1csc2ccccc12	1%
CCN(Cc1ccccc1)C(c1cc2cc(C)cc(C)c2[nH]c1=O)c1nnnn1CCOC (stereo not given)	-4%
CCN1C(=O)C(CC(=O)N2CCN(C(c3ccccc3)c3ccccc3)CC2)N(CC)C1=O (stereo not given)	-7%
CC(C)C[C@@H](CC(=O)N[C@@H](CCC(=O)O)CC(=O)O)NC(=O)[C@@H]1CCCC[C@H]1NC(=O)C[C@@H](NC(=O)C[C@H](Cc1c[nH]c2ccccc12)NC(=O)[C@@H]1CNCC[C@H]1N)C(C)C	3%
COc1cc(-c2nnc(COC(=O)C3c4ccccc4Oc4ccccc43)o2)cc(OC)c1OC	-3%
Cc1onc(-c2c(F)cccc2Cl)c1C(=O)Nc1cccc(Cn2cccn2)c1	-4%
O=C(c1cnccn1)N1CCC2(CC1)CN(c1ccncc1)C2	1%

Entries above containing two or more sulfur atoms:
SMILES	AmpC det inh
O=C(CC(SCc1ccco1)c1ccc(O)cc1)c1cccs1 (stereo not given)	11%
CC1=C(C(=O)OC(C)C)C(c2cccs2)N2C(=O)C(C)SC2=N1 (stereo not given)	-4%
CC(NS(C)(=O)=O)C(c1cccs1)N1CCN(c2ccccc2F)CC1 (stereo not given)	0%
COC(=O)Cn1cnc2sc(C)c(S(=O)(=O)N3CCC(C)CC3)c2c1=O	-1%
COc1cccc(C(=O)CSc2nnc(CNS(C)(=O)=O)n2-c2ccc(C)cc2)c1	0%
O=C(COC(=O)Cc1ccc(S(=O)(=O)N2CCCCC2)s1)Nc1ccc2c(c1)OCO2	11%
C=CCn1c(CCNC(=O)c2cccs2)nnc1SCC(=O)Nc1cccc(C(C)=O)c1	-7%
CCn1c(SC)nc2c(c1=O)SC(C)C2 (stereo not given)	-1%
COc1ccc2nc(NC(=O)Cc3ccc(OC)c(S(=O)(=O)N4CCOCC4)c3)sc2c1	-6%

Back to the main list with the 6 entries that preceded the break.
SMILES	AmpC det inh
CCN(Cc1ccccc1)C(c1cc2cc(C)cc(C)c2[nH]c1=O)c1nnnn1CCOC (stereo not given)	-4%
CCN1C(=O)C(CC(=O)N2CCN(C(c3ccccc3)c3ccccc3)CC2)N(CC)C1=O (stereo not given)	-7%
CC(C)C[C@@H](CC(=O)N[C@@H](CCC(=O)O)CC(=O)O)NC(=O)[C@@H]1CCCC[C@H]1NC(=O)C[C@@H](NC(=O)C[C@H](Cc1c[nH]c2ccccc12)NC(=O)[C@@H]1CNCC[C@H]1N)C(C)C	3%
COc1cc(-c2nnc(COC(=O)C3c4ccccc4Oc4ccccc43)o2)cc(OC)c1OC	-3%
Cc1onc(-c2c(F)cccc2Cl)c1C(=O)Nc1cccc(Cn2cccn2)c1	-4%
O=C(c1cnccn1)N1CCC2(CC1)CN(c1ccncc1)C2	1%
CCOC(=O)C1CCN(Cc2ccc(F)cc2)CC1	-5%
CC(=O)OC(C(=O)NC1CCCCC1)c1ccccc1 (stereo not given)	1%
O=C1CCC(=O)N1CCC(c1ccc(F)cc1)c1ccco1 (stereo not given)	-4%
COc1ccc(S(=O)(=O)Nc2ccc(S(=O)(=O)N3CCOCC3)cc2)cc1	5%
COC(=O)C1CCN(c2cc(=O)n(C3CCCCC3)c(=O)[nH]2)CC1	3%
Cc1cc(-c2nnc(-c3cc4ccccc4oc3=O)o2)c(C)n1-c1ccccc1	-3%
Cc1cc(C)nc(NS(=O)(=O)c2ccc(NC(=O)CCN3C(=O)c4ccccc4C3=O)cc2)n1	-5%
COc1ccc(-n2c(=O)[nH]cc(C(=O)Nc3ccc4c(c3)OCCO4)c2=O)cc1	0%
